M17LAP inhibition – P. falciparum M17LAP inhibitors, primary screen, biochemical, fluorogenic H-Leu-NHMec substrate, 1536-well (AID 1619); recombinant M17LAP, H-Leu-NHMec fluorogenic kinetic assay; higher % means a stronger effect; 220,000 tested, 0.38% active; one-dose inhibition, % at 30 µM; IC50 in µM for titrated hits;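 active means compound inhibiting the enzyme by more than half at any dose during confirmatory dose-response retesting; inconclusive means strong single-dose inhibitors picked by rank but not retested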;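 further: plate controls were full reaction with DMSO carrier for no effect and no enzyme background for full effect; strong numbers were not always called active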
K1F lysis inhibition – protection from phage-mediated lysis, alamar blue read-out – E. coli UTI89, K1F phage, bacterial capsule biogenesis inhibitors (AID 488966) | one-dose inhibition, % at 100 µM; IC50 in µM for titrated hits | E. coli UTI89 K1F phage lysis, alamar blue, 2 h; higher % means a stronger effect | 340,000 tested, 0.02% active;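 active means phage lysis inhibition, versus mean bacterial control, above a set limit; inconclusive means no clear call, values can overlap the other calls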;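 further: capsule biogenesis inhibitors block K1F phage lysis so surviving cells raise fluorescence; higher fluorescence means more inhibition of phage lysis; actives were called in the ten point dose series up to 300 µM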
TNAP activation fold – human TNAP enzyme activators, primary screen, biochemical, luminescent, no phosphate acceptor, uHTS (AID 1001); purified TNAP, luminescent activation assay, no phosphate acceptor; higher activation fold means a stronger effect; activation fold at 20 µM; hits with a dose series show EC50 in µM; 200,000 tested, 0.03% active; in the data active means activation fold from about 3, or a potency from the dose series; inactive means the rest, 99 in 100 with activation fold below about 1.6; further: many of its hits are not listed in these tables
T cell HTS – T cell immune modulation candidate. 330,000 tested, 0.068% active. 2C CD8+ T cell-vesicle binding, flow cytometry; hits give low values. calls only at 7 µM;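 active means response, share of CD8 T cells binding vesicles, and their 90th percentile fluorescence all below set limits, cut at about 80% in these data, passing the limit was not always enough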
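incubation = binding step 1.5 h, 37 °C, antibody labelling 20 min, ice | test system = 2C mouse CD8+ T cells | read-out basis = percent CD8+ FL2 mean versus row control | controls = Peptide-free naked vesicles (low) and QL9 vesicles with 0.7% DMSO vehicle (high) | detection = flow cytometry of vesicle-bound cells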
PMI inhibitors – inhibitors of human PMI, primary screen, biochemical, fluorescence intensity, coupled assay (AID 1209) | inhibition, % at 20 µM; hits with a dose series show IC50 in µM | 190,000 tested, 0.42% active | purified PMI enzyme, coupled fluorescence intensity; higher % means a stronger effect;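 further: plate controls were DMSO vehicle for no effect and wells lacking substrate for full effect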
M1AAP inhibition – malaria alanyl aminopeptidase activity blockers – biochemical, fluorogenic H-Leu-NHMec substrate, 1536-well (AID 1445) | 220,000 tested, 0.42% active | recombinant M1AAP, H-Leu-NHMec fluorogenic kinetic assay; higher % means a stronger effect | one-dose inhibition, % at 30 µM; IC50 in µM for titrated hits;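 active means primary inhibition above the hit cutoff, then over 50% inhibition at one or more dose response concentrations, cut at about 23% in these data, passing the limit was not always enough; inconclusive means conflicting primary data, or primary hits not chosen for dose response; inactive means low primary inhibition, or under 50% at every dose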;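 further: plate controls were DMSO full reaction for no effect and no enzyme background for full effect; strong numbers were not always called active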
PMI inhibition – human PMI inhibitors, high substrate, primary screen, biochemical, fluorescence intensity, high mannose 6-phosphate (AID 1220). recombinant PMI enzyme, coupled fluorescence intensity; higher % means a stronger effect. inhibition, % at 20 µM, or IC50 in µM where a hit was titrated. 190,000 tested, 0.66% active
RSV antiviral HEp-2 – RSV antiviral activity via CPE protection, HEp-2 cells, primary 10 µM value included (AID 2391) | one-dose CPE inhibition, % at 10 µM; IC50 in µM for titrated hits | HEp-2 cells, RSV-induced CPE inhibition; higher % means a stronger effect | 310,000 tested, 0.13% active; in the data active means a potency from the dose series; inconclusive means CPE inhibition mostly from about 23% at the one dose, without a potency; inactive means the rest, 99 in 100 with CPE inhibition below about 21%; further: strong numbers were not always called active
West Nile virus CPE – West Nile virus antiviral activity, cell-based, CPE readout (AID 1621); West Nile virus-infected cells, CPE inhibition; higher % means a stronger effect; 290,000 tested, 0.02% active; CPE inhibition, % at 10 µM, or IC50 in µM where a hit was titrated; in the data active means a potency from the dose series; inconclusive means CPE inhibition mostly from about 3.7% at the one dose, without a potency; inactive means the rest, 99 in 100 with CPE inhibition below about 2.2%; further: strong numbers were not always called active
T cell HTS vesicle-bound % – second read-out of T cell HTS, no call of its own (marks repeat the call); double positive events, %; measured here: CD8+ vesicle-bound cell fraction;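 binding gate set so that unloaded-vesicle control wells show 10% double positive cells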
* marks the source's active call; other numbers are inactive results; i = inactive; ? = inconclusive; . = not tested or not shown; [ ] = remark or other dose. Unless noted, no stated cut-off is given here; in the data, active means inhibition above about 50%; inactive means the rest.

Molecule | T cell HTS vesicle-bound % | K1F lysis inhibition | RSV antiviral HEp-2 | M1AAP inhibition | M17LAP inhibition | PMI inhibitors | TNAP activation fold | T cell HTS | West Nile virus CPE | PMI inhibition
CCCCN(C)CCn1c(=S)[nH]c2cc(OCC)c(OCC)cc2c1=O | 61 | 0.3% | 1.8% | 0% | 1% | 13% | 1 | i | -1.4% | 10%
COC(=O)C1=C(C)Nc2sc(C(N)=O)c(N)c2C1c1ccncc1 (stereo not drawn) | 59 | 0.2% | 1.2% | 19% | -10% | -2% | 1.1 | i | -0.2% | 2%
O=C(/C=C/c1ccccc1)N(Cc1cccs1)C1CCS(=O)(=O)C1 (stereo not drawn) | 8 | 9.5% | 1.6% | 4% | -5% | . | . | i | -1.3% | .
O=C(Nc1ccc(Cl)cc1)C(c1ccccc1)N1CCOCC1 (stereo not drawn) | 51 | 0.1% | 1.5% | 8% | 0% | 2% | 1 | i | -1.1% | 7%
COC(=O)C1=C(C)OC(N)=C(C#N)C1c1cccnc1 (stereo not drawn) | 40 | 1.5% | 1.2% | -1% | 10% | 6% | 1.1 | i | 0.1% | 0%
Cc1cc(=O)oc2c1c(C)nn2-c1ccc(Cl)cc1 | 49 | -0.1% | 1.8% | -1% | -3% | -6% | 1 | i | -0.6% | -9%
COc1cccc(C(=O)Nc2ccc3c(c2)C(=O)N(CC2CCCO2)C3=O)c1 (stereo not drawn) | 36 | -0.1% | 1.6% | . | . | . | . | i | -0.5% | .
Cc1cc(C)n2ncc(C(=O)NC3CCCCC3)c2n1 | 44 | 0.2% | 1.9% | 16% | 0% | 2% | 1.1 | i | -0.2% | 1%
Cc1ccc(CONC(=O)c2ccc(OC(F)F)cc2)cc1 | 25 | 0.3% | 4.5% | -3% | 21% | -4% | 1.1 | i | 0.5% | 3%
COc1ccc(C(=O)NCCN2CCCC2)cc1[N+](=O)[O-] | 52 | 0.3% | 1.7% | . | . | . | . | i | -0.8% | .
O=C(Nc1ccc2c(c1)OCO2)N1CCN(c2ncc(C(F)(F)F)cc2Cl)CC1 | 48 | -1.0% | 22% | -3% | -6% | 21% | 1 | i | 0.0% | 16%
Cc1ccc(NC(=O)CN2C(=O)S/C(=C\c3ccc(C(=O)O)cc3)C2=O)cc1 | 52 | -0.6% | 0.8% | . | . | . | . | i | -0.3% | .
O=C(CC(C(=O)O)c1ccc(Cl)cc1)c1ccccc1 (stereo not drawn) | 44 | 0.3% | 1.0% | 9% | 7% | -7% | 1 | i | 1.4% | -2%
CCCCCCCC(=O)N/N=C/c1ccco1 | 30 | -0.2% | 5.5% | 7% | 5% | 8% | 1 | i | 0.2% | 4%
Cc1ccc(CNC(=O)c2cn(C)c(=O)c3c2c2ccccc2n3C)o1 | 9 | -0.8% | 7.3% | 9% | -4% | -8% | 1.2 | i | 0.2% | -16%
COC(=O)c1c(C)oc2ccc(N(C(=O)c3ccncc3)S(=O)(=O)c3ccc4ccccc4c3)cc12 | 35 | 0.1%[50 µM] | 1.5% | 3% | 6% | 2% | 1 | i | -0.7% | 0%
C[C@]12CCC(=O)C[C@@H]1CC[C@@H]1[C@@H]2CC[C@]2(C)C=CC[C@@H]12 | 22 | 4.6% | -2.2% | -4% | -3% | -1% | 1.1 | i | 0.1% | 0%
COc1ccc(NC(=O)[C@H](NC(=O)[C@@H]2Cc3ccccc3CN2)c2ccccc2)cc1 | 6 | 0.6% | 0.4% | . | . | . | . | i | -0.8% | .
C/C(=N/NC(=O)Cc1cccs1)c1ccco1 | 51 | 1.7% | -0.6% | -1% | 6% | 8% | 1.1 | i | 0.4% | 14%
CCOC(=O)c1cc(NC(=O)c2ccc(Cl)cc2)c(=O)oc1-c1ccccc1 | 33 | 0.0% | -0.5% | 5% | 1% | 5% | 1.1 | i | 1.3% | -5%
Cc1ccc(CSCc2nnc(SCC(=O)N3CCN(c4ccccc4)CC3)n2C)cc1 | 42 | -0.6% | 1.3% | 5% | 13% | 1% | 1.1 | i | -0.6% | -2%
COc1ccc(S(=O)(=O)Nc2nnc(C)s2)cc1 | 38 | 0.1% | 1.7% | 0% | 10% | 8% | 1.1 | i | 0.6% | 0%
Cn1nc([N+](=O)[O-])nc1S(C)(=O)=O | . | -2.1% | . | 1% | 5% | -4% | 1.1 | . | ? | 17%
O=C(CCNc1ccc(Cc2ccncc2)cc1)c1cccc([N+](=O)[O-])c1 | 47 | -0.6% | 3.4% | 7% | -11% | 44% | 1 | i | ? | 48%
CCOC(=O)C1(CCCc2ccccc2)CCN(C(=O)Cn2nc(C)nc2C)CC1 | 36 | 0.0% | -0.9% | 1% | 4% | . | . | i | -1.1% | .
Cc1c(Cl)c(C(=O)NNC(=S)Nc2ccc(F)cc2)nn1C | 47 | 4.9% | 1.1% | -17% | -21% | -7% | 2.7 | i | 0.5% | -11%
O=C(/C(=C(\[O-])c1ccccc1)[n+]1ccc2ccccc2c1)c1ccccc1 | 40 | -0.1%[50 µM] | 1.4% | 7% | 7% | -18% | 1 | i | -0.4% | 22%
O=C(CCN1C(=O)/C(=C/c2ccccc2)SC1=S)NCCc1ccc(O)cc1 | 4 | 0.3% | -1.8% | . | . | . | . | i | 16% | .
CC(C)Nc1oc(-c2cccc3ccccc23)nc1C#N | 14 | 1.4% | 1.6% | 20% | -51% | 2% | 1.1 | i | -0.6% | 9%
CCCCN1CCc2c([nH]c3ccc(C)cc23)C1=O | 38 | 0.1% | 0.8% | 6% | 5% | -12% | 1.1 | i | -1.1% | -6%
COC(=O)C1Cc2c([nH]c3ccccc23)C2(CCN(Cc3ccccc3)CC2)N1 (stereo not drawn) | 50 | 0.3% | 1.1% | . | . | . | . | i | -0.5% | .
Cc1ccc2nc(C3CCCN3Cc3nc(CCC(C)C)no3)[nH]c2c1 (stereo not drawn) | 31 | 0.6% | 0.9% | 1% | 22% | 3% | 1.1 | i | -1.4% | -2%
c1ccc(SCCOCCN2CCOCC2)cc1 | 20 | 0.3% | -0.9% | . | . | . | . | i | -0.2% | .
COc1ccc(/C=C2\N=C(C(C)(C)C)OC2=O)c(OC)c1 | 57 | 0.1% | 4.7% | . | . | . | . | i | -0.1% | .
O=C(COC(=O)[C@H](Cc1ccccc1)NC(=O)c1ccco1)NC(c1ccccc1)c1ccccc1 | 28 | -1.7% | 1.0% | -5% | 0% | 11% | 1.1 | i | 0.1% | 12%
C=CCc1cccc(/C=N/NC(=O)CCC(=O)Nc2ccc(F)cc2)c1O | 41 | -9.6% | 8.3% | 9% | -5% | 4% | 1 | i | -1.8% | -14%
CN(C)S(=O)(=O)c1cccc(-c2csc(N/N=C/c3ccco3)n2)c1 | 17 | -0.2% | ? | 8% | 3% | . | . | i | 0.4% | .
COc1cc(/C=N/NC(=O)c2nonc2N)cc(OC)c1OC | 69 | -0.5% | -0.5% | 7% | 13% | 4% | 1 | i | 0.1% | 11%
Cc1cc(Cl)ccc1OCC(=O)N/N=C1\CC2C=CCC12 (stereo not drawn) | 36 | 1.9%[50 µM] | 1.4% | 4% | 8% | -3% | 1.1 | i | -0.5% | 6%
O=c1oc2ccccc2c(N2CCC(c3ccccc3)CC2)c1[N+](=O)[O-] | 59 | 0.2% | 0.5% | 0% | -2% | -1% | 1.1 | i | 0.2% | 2%
CCc1cc(=O)oc2c(C)c(OCC(=O)N3CCCc4ccccc43)ccc12 | 36 | 1.1% | 3.0% | 6% | 14% | 4% | 1 | i | -0.7% | -3%
c1ccc(-c2ccccc2OCCOCCN2CCCCC2)cc1 | 41 | -0.1% | 0.1% | 9% | 15% | -2% | 1 | i | 0.5% | -9%
Cc1cc(C(=O)NCC(=O)OCC(=O)Nc2ccc(OC(F)F)cc2)ccc1[N+](=O)[O-] | 41 | 0.1% | 2.5% | 6% | -8% | 31% | 1 | i | 0.2% | 18%
CC(NC(=O)CN(C)Cc1cccc(F)c1)c1ccccc1 (stereo not drawn) | 12 | -0.1% | 2.0% | . | . | . | . | i | 0.1% | .
Cc1nc(CN(C)C(=O)CC2C(=O)NCCN2Cc2ccc(-c3ccccc3)cc2)cs1 (stereo not drawn) | 64 | -0.2% | 0.2% | . | . | . | . | i | -0.1% | .
Cc1cc(C(=O)N2CCCC2C(=O)O)c(C)o1 (stereo not drawn) | 13 | 0.4% | -0.1% | 5% | 9% | -3% | 1 | i | 0.0% | 6%
CCOc1ccc(N/C(N)=N/c2nc(CSc3nnnn3-c3ccccc3)cc(=O)[nH]2)cc1 | 21 | 0.0% | 0.3% | 0% | 6% | . | . | i | -0.2% | .
O=C(O)c1ccc(S(=O)(=O)c2ccccc2C(=O)O)c([N+](=O)[O-])c1 | 26 | 0.1% | 10.0% | . | . | . | . | i | -0.5% | .
CCOC(=O)c1[nH]c2ccccc2c1N=CN(CC)CC | 48 | -0.8% | 1.2% | 16% | 12% | 10% | 1.1 | i | -0.2% | 4%
Cc1cccc(-n2ncc3c2CCCC3NC(=O)CCCN2CCCCC2=O)c1C (stereo not drawn) | 31 | 0.1% | 6.4% | . | . | . | . | i | -0.6% | .
O=[N+]([O-])c1ccccc1CN1CCN(c2ncccn2)CC1 | 55 | -0.7% | 1.2% | . | . | . | . | i | -0.1% | .
COc1ccc2[nH]cc(CCNC(=S)NC3CCCC3)c2c1 | 35 | 0.0% | 9.6% | 2% | 0% | -1% | 1.1 | i | -0.9% | 3%
COC(=O)c1c(C)nc2c(c(SC)nn2-c2ccccc2)c1N | 16 | 0.5% | 3.4% | 2% | -8% | 0% | 1.1 | i | 0.4% | -4%
O=C(Nc1ccc(F)cc1F)c1ccc(COc2c(F)c(F)cc(F)c2F)o1 | 27 | -0.3% | 1.0% | 8% | -6% | 1% | 1.1 | i | 0.2% | 3%
O=C(NCc1cccnc1)c1ccc(CN2CCc3ccccc3C2)cc1 | . | 5.2% | 1.0% | 3% | 4% | 3% | 1.1 | . | . | 9%
CCN(CC(=O)Nc1ccc2c(c1)OCCO2)Cc1cc(=O)oc2cc(C)c(C)cc12 | 42 | -1.0% | 0.2% | 2% | 19% | 5% | 1.1 | i | -0.6% | -10%
O=C(NCc1ccc(F)cc1)C(c1ccc(Cl)cc1)N(C(=O)c1csnn1)C1CC1 (stereo not drawn) | 33 | -1.1% | 2.2% | . | . | . | . | i | 0.2% | .
O=C(NCCN1CCOCC1)c1ccc(CS(=O)(=O)c2ccc(Br)cc2)o1 | 16 | 6.9% | 0.4% | . | . | . | . | i | -0.3% | .
Cc1ccccc1N(C(=O)c1ccccn1)C(C(=O)NCc1ccccc1)c1cccnc1 (stereo not drawn) | 24 | -0.1% | 1.1% | . | . | . | . | i | -0.6% | .

Bioassay records deposited in PubChem BioAssay by several laboratories.
